# TDP1 inh: blocks human tyrosyl-DNA phosphodiesterase 1 | AID 485290 | 350,000 tested, 0.28% active | Potency, µM (titrated, usually from 130 µM), for inactives: at the top dose activity change, negative = inhibition, hits mostly inhibitors | recombinant TDP1, AlphaScreen DNA substrate cleavage; also: nearly all actives have a fitted effect of over 40% in size
# Target sequence (Q9NUW8 whole entry, looked up): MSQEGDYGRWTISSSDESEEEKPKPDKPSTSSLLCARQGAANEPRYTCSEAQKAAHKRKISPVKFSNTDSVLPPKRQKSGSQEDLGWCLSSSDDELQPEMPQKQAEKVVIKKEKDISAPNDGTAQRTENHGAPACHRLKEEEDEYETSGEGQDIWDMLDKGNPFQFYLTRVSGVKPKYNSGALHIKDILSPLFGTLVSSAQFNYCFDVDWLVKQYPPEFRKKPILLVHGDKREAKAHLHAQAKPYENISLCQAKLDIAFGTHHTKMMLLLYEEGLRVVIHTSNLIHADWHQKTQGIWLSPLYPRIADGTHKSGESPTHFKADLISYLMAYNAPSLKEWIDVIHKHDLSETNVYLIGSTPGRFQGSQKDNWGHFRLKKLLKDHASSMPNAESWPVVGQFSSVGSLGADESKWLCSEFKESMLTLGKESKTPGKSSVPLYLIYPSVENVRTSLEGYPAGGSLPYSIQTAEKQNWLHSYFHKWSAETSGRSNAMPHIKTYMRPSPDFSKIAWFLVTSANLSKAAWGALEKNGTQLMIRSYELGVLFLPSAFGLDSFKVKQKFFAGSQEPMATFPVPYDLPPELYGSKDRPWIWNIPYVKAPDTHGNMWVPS
#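 Signal: AlphaScreen proximity between streptavidin donor and anti-FITC acceptor beads on intact substrate. Reaction: Tdp1 1 nM, substrate 15 nM final, 5 min RT after 15 min compound preincubation.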
# TDP1 cell noCPT: qHTS for Inhibitors of human tyrosyl-DNA phosphodiesterase 1 (TDP1): qHTS in cells in absence of CPT; DT40 Tdp1-/- hTDP1 cells, no CPT, ATP luminescence, 48 h; Potency, µM (top dose mostly 46.2 µM), inactives show at the top dose activity change, negative = growth inhibition, most hits filed as inhibitors; 420,000 tested, 15% active; also: nearly all actives have a fitted effect of over 55% in size
#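 DT40 Tdp1-/-;hTDP1 cells, no CPT (DMSO vehicle only), 400 cells/well; compounds pin-transferred; ≥48 hr, 37 °C; CellTiter-Glo 30 min RT dark, luminescence read.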
# N370S GC: inhibitors or activators of N370S glucocerebrosidase for Gaucher disease. P04062. N370S GC spleen homogenate, 4MU-glucoside fluorescence. Potency, µM (doses to about 59.4 µM), for the others: top-dose activity change, negative = inhibition, hits mostly inhibitors. 330,000 tested, 0.092% active. AID 2101;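 also: 0% = full enzyme activity and -100% = no enzyme basal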
# Starred values were filed as active, the others as inactive; ? = inconclusive; · = no result given; & = joins results of further samples; [ ] = dose if it differs, or a comment. Calls follow the shape of the dose curve; as a rule, active = well fitted curve in the direction sought with a large enough effect; inconclusive = small, poorly fitted or top-dose-only effect, or another doubt; inactive = no such curve, though single readings can be large; an effect the other way counts as inactive or inconclusive. Unless noted, % is scaled to controls: 0 for no effect and ±100 for the full control effect; potency is read from the fitted curve at half-maximal effect.
SMILES,TDP1 inh,TDP1 cell noCPT,N370S GC
COc1ccccc1CCN1CCCC(CN(C)C(=O)c2ccoc2)C1 (stereo not given),1%,0%,-6%
CC(C)(Oc1ccc(Cl)cc1)C(=O)OCC(=O)N1CCCC1,0%,-37%,-17%
O=C(CSc1nc2ccccc2[nH]1)NCC1CCCO1 (stereo not given),3%,6%,2%
CCOC(=O)/C(=C/Nc1ccc(F)cc1)[N+](=O)[O-],·,-7%,1%
CN(Cc1ccccc1)C(=O)c1ccccc1NC(=O)c1ccco1,0%,-21%,15%
Cc1oc(CN2CCOCC2)cc1C(=O)O,2%,0%,-4%
O=c1[nH]cnc2c1cnn2Cc1ccccc1Cl,·,17%,-9%
O=C(/C=C/c1ccccc1)NC1CCS(=O)(=O)C1 (stereo not given),2%,?,-10%
COC(=O)N/N=C/c1c(C)cc(C)cc1C,3%,-2%,10%
CCN(CC(=O)NCc1cccs1)C(=O)c1ccc(Cl)c(Cl)c1,0%,-19%,·
O=C(O)c1nnn(-c2ccc(F)cc2F)c1-c1ccccc1,·,-20%,-2%
COc1ccc(NC(=O)c2cc(-c3ccccc3)on2)cc1,·,-17%,2%
Cc1cccc(C(=O)N2CCc3cc(CNS(=O)(=O)c4ccc(F)c(Cl)c4)ccc32)c1,0%,1.2µM*,·
O=C(Nc1ccc(-c2ccc3nncn3n2)cc1)C1CCCCC1,2%,16µM*,-11%
CCCn1c2ccccc2c2cnn(CC(=O)NCCc3ccc(C)cc3)c(=O)c21,7%,?,·
COc1cccc(CNCCCSc2nnnn2C)c1OC,3%,-10%,·
O=c1n(-c2ccc(Br)cc2)cnn1-c1ncccc1[N+](=O)[O-],-5%,-13%,0%
CCOC(=O)c1cnc2c(Cl)c(Cl)ccc2c1N1CCN(C)CC1,1%,-18%,-8%
Cc1cccc(N(CC(=O)O)CC(=O)O)c1,5%,-18%,-2%
CCOC(=O)c1[nH]c(C)c(/C(O)=C2\C(=O)C(=O)N(CCN3CCOCC3)C2c2ccco2)c1C (stereo not given),-4%,27%,16%

# One compound at a time, from the list above:
# Profile of `O=C(O)c1nnn(-c2ccc(F)cc2F)c1-c1ccccc1` : TDP1 inh: ·; TDP1 cell noCPT: -20%; N370S GC: -2%
# Profile of `O=c1[nH]cnc2c1cnn2Cc1ccccc1Cl` : TDP1 inh: ·; TDP1 cell noCPT: 17%; N370S GC: -9%

# Look-ups from the results shown.
# O=c1[nH]cnc2c1cnn2Cc1ccccc1Cl – N370S GC: -9%
# O=C(/C=C/c1ccccc1)NC1CCS(=O)(=O)C1 (stereo not given) – TDP1 inh: 2%
# COc1cccc(CNCCCSc2nnnn2C)c1OC – TDP1 cell noCPT: -10%
# O=C(CSc1nc2ccccc2[nH]1)NCC1CCCO1 (stereo not given) – TDP1 inh: 3%
# O=c1n(-c2ccc(Br)cc2)cnn1-c1ncccc1[N+](=O)[O-] – TDP1 cell noCPT: -13%

# Later entries:
SMILES,TDP1 inh,TDP1 cell noCPT,N370S GC
C[C@H](CO)N1C[C@H](C)[C@@H](CN(C)C(=O)NC2CCCCC2)Oc2c(NS(=O)(=O)c3ccc(F)cc3)cccc2C1=O,2%,?,·
CC(=O)N(Cc1cc2ccccc2[nH]c1=O)c1ccc(C)cc1,·,?,-3%
C/C(=N\NC(=O)CN(c1ccc(Oc2ccccc2)cc1)S(C)(=O)=O)C(C)(C)C,-2%,-19%,16%
Cc1ccc(NC(=O)N2CCC(O)(c3ccc(Cl)cc3)CC2)cc1,4%,-12%,2%
Cc1ccc(-c2cc(O)cc3sc(=O)oc23)cc1C,·,21µM*,0%
Cc1ccc(-n2cc(CNCCCN3CCCC3=O)c(-c3ccc(F)cc3)n2)cc1,6%,18µM*,4%
CC1CCC(NC(=O)C(NC(=O)c2ccccc2)C(C)C)CC1 (stereo not given),1%,-14%,-4%
O=C1CCCN1S(=O)(=O)c1ccccc1,3%,29%,-1%
O=C(NCc1cccc(Cl)c1)NCc1noc2ccccc12,0%,16µM*,·
Cc1ccc(O)c(CC(C)C)n1,-1%,-35%,-1%
O=C(NC1CCCC1)C(c1ccccn1)N(C(=O)c1csnn1)C1CCCCC1 (stereo not given),0%,?,5%
CCn1c(SCC(=O)Nc2nccs2)nnc1-c1ccccc1,0%,3%,3%
CCOC(=O)CC(=O)CSc1nc2ccc(OC)cc2cc1C,-6%,-21%,10%
CCOC(=O)C1CCCN(c2c(N3CCN(c4cccc(Cl)c4)CC3)c(=O)c2=O)C1 (stereo not given),·,-28%,10%
CC1(C)OC(=O)C=C[C@]2(C)[C@H]3CC[C@@]4(C)[C@H](c5ccoc5)OC(=O)[C@H]5O[C@]54[C@]3(C)C(=O)C[C@@H]12,2%,-10%,·
Cc1ccc2nc(NS(=O)(=O)c3ccc(Cl)cc3)c(Nc3ccc(C(=O)O)cc3)nc2c1,0%[12.3 µM],-4%,·
O=C(O)c1cc(N/N=C/c2ccc(-c3ccccc3)cc2)ccc1Cl,·,?,25%
CCc1ccc(CNc2ccc3c(c2)ncn3C)cc1,6%,?,-2%
FC(F)(F)c1cccc(N2CCN(C3CC4CCC3C4)CC2)c1 (stereo not given),1%,?,-12%
Cc1c(/C(O)=C2\C(=O)C(=O)N(CCN(C)C)C2c2ccccc2)cnn1-c1ccccc1 (stereo not given),·,?,0%
CCOc1cc(C2C(C#N)=C(N)Oc3n[nH]c(CC)c32)ccc1OCCN1CCOCC1 (stereo not given),2%,-11%,-3%
Cc1nn(-c2ccccc2)c2c1C(c1ccc(F)cc1F)C(C#N)=C(N)O2 (stereo not given),-2%,-24%,-8%
C=CCNC(=S)NNC(=O)c1ccco1,3%,1%,-7%
O=C1Nc2c(c(=O)[nH]c(=O)n2-c2ccc(F)cc2)C1(NS(=O)(=O)c1ccc(Cl)cc1)C(F)(F)F (stereo not given),0%,13%,·
CC1CCCN(S(=O)(=O)c2ccc(NC(=O)CN3CCCCC3)cc2)C1 (stereo not given),5%,-24%,-2%
O=C(COc1ccc(Br)cc1CO)Nc1ccc(S(=O)(=O)N2CCCCC2)cc1,1%,?,·
CCCCC(CC)Cn1c(O)c(/C=C2\C=NN=C2c2ccccc2)sc1=S (stereo not given),5%,?,-6%
Cc1ccc(S(=O)(=O)c2nc(S(C)(=O)=O)sc2NCc2ccc3c(c2)OCO3)cc1,1%,?,5%
CCOc1ccc(CCNC(=O)COC(=O)c2cc(S(=O)(=O)N3CCOCC3)ccc2F)cc1OCC,0%,-19%,-10%
CN(c1ccc(OCC(=O)N2CCC(C(N)=O)CC2)cc1)S(=O)(=O)c1cccs1,1%,3%,-1%
Fc1ccc(-n2ncc3c(N4CCN(Cc5ccccc5)CC4)ncnc32)cc1,10%,-21%,·
Cc1c(C(=O)NCCN2CCOCC2)oc2ccc(Br)cc12,·,7%,-6%
N/C(COc1ccccc1)=N\NS(=O)(=O)c1ccccc1,3%,-11%,-26%
Cc1ccccc1NNC(N)=S,-9%,23µM*,-2%
COc1ccc(C(=O)N2CCCC(Nc3ccc(F)cc3)C2)c(OC)c1 (stereo not given),4%,-14%,-18%
Cc1ccccc1-n1c(=S)[nH]c2nc3c(cc2c1=O)COC(C)(C)C3,7%,11%,4%
CC[C@@]1(C(=O)OC)N[C@H](CN(C)S(=O)(=O)c2ccc(C(C)(C)C)cc2)[C@@H]2C(=O)N(C)C(=O)[C@@H]21,0%,?,·
CCOC(=O)c1c(C)n(C)c2ccc(OCC(N)=O)cc12,7%,?,3%
CC(C)=CC(=O)Nc1ccccc1C(N)=O,4%,-18%,-11%
CC(=O)Nc1ccc(/C=N/N2C(C)CCCC2C)cc1 (stereo not given),-2%,?,2%

# A different layout for 2 compounds above:
smiles | TDP1 inh | TDP1 cell noCPT | N370S GC
Cc1ccccc1NNC(N)=S | -9% | 23µM* | -2%
O=C(COc1ccc(Br)cc1CO)Nc1ccc(S(=O)(=O)N2CCCCC2)cc1 | 1% | ? | ·

# (list continues)
SMILES,TDP1 inh,TDP1 cell noCPT,N370S GC
CC1CCCN(C(=O)CN2C(=O)NC3(CCCCC3C)C2=O)C1 (stereo not given),7%,11%,0%
CCOc1cc(N2CCOCC2)c(OCC)cc1NS(=O)(=O)c1ccc(Cl)s1,?,2.9µM*,6%
c1c(CC2CCCC2)nnn1C[C@H]1CC[C@@H]([C@@H]2CC[C@H](Cn3cc(CC4CCCC4)nn3)O2)O1,·,?,-2%
COc1ccc(CCNC(=O)c2nc(SCc3ccccc3F)ncc2Cl)cc1OC,7%,23µM*,·
CC(=O)Nc1ccc(S(=O)(=O)N2CCN(C(=O)c3ncoc3-c3ccccc3)CC2)cc1,5%,12µM*,-8%
Cc1ccc(-c2nnn(C/C(N)=N/O)n2)cc1,8%,-7%,0%
COc1cc(C(=O)NNC(=O)c2cc(C)[nH]n2)cc(OC)c1OC,5%,-14%,-3%
c1ccc2sc(NN=C3CCCC3)nc2c1,8%,?,9%
Cc1c(NC(=O)COC(=O)c2ccc(F)c(S(=O)(=O)N3CCOCC3)c2)c(=O)n(-c2ccccc2)n1C,5%,-2%,1%
OCC1=C[C@@H](O)[C@@H]2C=CO[C@@H](O[C@@H]3O[C@H](CO)[C@@H](O)[C@H](O)[C@H]3O)[C@H]12,0%,11%,·
Cc1ccc(CNC(=O)C(=O)Nc2c3c(nn2-c2ccccc2)CSC3)cc1,3%,-22%,·
COc1ccc(CC(=O)OCC(=O)c2ccc(S(=O)(=O)N3CCCCC3)cc2)cc1,1%,-1%,·
Cc1cc(C(=O)CCl)c(C)n1-c1cccc([N+](=O)[O-])c1,1%,2.3µM*,-7%
CCOC(=O)c1cccc(NC(=O)C2(S(=O)(=O)c3ccc(C)cc3)CC2)c1,-3%&3%,?,-13%
Cc1ccc(-c2nc(CN3CCCCC3CCN3CCCC3=O)c(C)o2)o1 (stereo not given),0%,-10%,-14%
CCCNC(=O)C(NS(=O)(=O)c1cccc2nsnc12)c1ccccc1 (stereo not given),5%,-7%,5%
CC(=O)C[C@@H](O)CC(=O)[C@@H]1OC(=O)CCCCCCc2ccccc21,1%,?,·
Oc1c(C(c2ccccc2Cl)N2CCN(Cc3ccccc3)CC2)sc2nc(-c3ccco3)nn12 (stereo not given),10%,?,·
CC(=O)c1cc2c(s1)-c1cc(F)ccc1OC2,1%,-13%,?
COc1cc(C2C(C(=O)c3ccco3)=C(O)C(=O)N2c2cc(C)on2)ccc1OCc1ccccc1 (stereo not given),3%,·,-3%
Cc1ccccc1NC(=O)c1sc2nc(-c3cc4ccccc4oc3=O)[nH]c(=O)c2c1C,0%,?,·
C=CCc1ccccc1OCCSc1nc2ccc([N+](=O)[O-])cc2s1,3%,?,5%
COC(=O)C1C2C=CC3(CN(c4cccc(C)c4)C(=O)C13)O2 (stereo not given),-12%,-17%,6%
O=C(NCCN1CCOCC1)c1cccc(S(=O)(=O)Nc2cc(Cl)ccc2Cl)c1,-5%,-1%,?
O=C(O)C1CCCCC1C(=O)N1CCCC1 (stereo not given),9%,-4%,-4%
COc1ccc(N2CCN(C(=O)CNS(=O)(=O)c3ccc(C)c(C)c3)CC2)cc1,0%,-16%,-19%
CN(C)CCN(C(=O)CCc1ccccc1)c1nc2c(F)cc(F)cc2s1,3%,-20%,-5%
Cc1cc(SCC(=O)c2cccs2)n2nc(C)c(-c3ccccc3)c2n1,0%,?,4%
NCCCCCCC(O)(P(=O)(O)O)P(=O)(O)O,11%,·,4%
COc1ccc(NS(=O)(=O)c2cccc(N3CC(O)=C(c4ccccc4)C3=N)c2)cc1,8%,-25%,2%
CSc1ccc(CNC(=O)C(C)n2nc(C)c3c(C)n(-c4ccccc4)nc3c2=O)cc1 (stereo not given),5%,-10%,11%
CCN(CC)CCCn1c2c(c(SCC(=O)Nc3cccc(C(C)=O)c3)nc1=O)CCC2,1%,-26%,2%
O=C(O)c1ccc2c(c1)C(=O)N(c1ccc(/C=C/C(=O)c3ccccc3)cc1)C2=O,-3%,12%,1%
COc1ccc(OCCSc2ccc(S(=O)(=O)N3CCCC3)cn2)cc1,-4%,?,·
O=C(Nc1ccnn1C1CCN(Cc2cccc(O)c2)CC1)C1CCCC1,3%[56.1 µM],2%,-8%
O=C(c1csnn1)N1CCC2(CCCN(c3ccccn3)C2)CC1,·,-22%,2%
COc1ccc([N+](=O)[O-])cc1N1C(=O)c2cccc3cccc(c23)C1=O,0%,-22%,6%
COc1ccc(C2N(C(=O)c3ccccc3)CCN2C(=O)c2ccccc2)cc1,2%,-11%,-5%
Cc1cccc(NC(=O)CCS(=O)(=O)c2cccc3nsnc23)c1C,6%&7%,?,7%
O=[N+]([O-])c1cccc(/C([O-])=C(/C(=S)Nc2ccccc2)[n+]2ccccc2)c1,3%,?,6%
O=C(NCCCN1CCOCC1)c1cc(-c2cccc(O)c2)on1,12%,-19%,4%

# Two entries drawn at random from the list so far, as already listed:
SMILES,TDP1 inh,TDP1 cell noCPT,N370S GC
NCCCCCCC(O)(P(=O)(O)O)P(=O)(O)O,11%,·,4%
O=C(NCCN1CCOCC1)c1cccc(S(=O)(=O)Nc2cc(Cl)ccc2Cl)c1,-5%,-1%,?

# Screening data from PubChem BioAssay.

# This is a subset; the hit share may differ from the screen's.
